Rab2 wt GTP = changes GTP binding to wildtype dog Rab2A, up or down. GST-Rab2 wt beads, Bodipy-GTP binding, flow cytometry. GTP binding activity, % at 10 µM. actives 0.19% (n = 190,000). AID 760;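 active means GTP binding activity at least 20 points away from 100%, either lowered or raised; inconclusive means signal likely due to the compound's own green fluorescence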;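 further: 0% = beads with excess unlabeled GTP and 100% = no-compound control corrected for plate trend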
HRas wt GTP bind = modulators of GTP binding to human HRas wildtype. GTP binding activity, % at 10 µM. GST-Ras wt beads, Bodipy-FL-GTP binding, flow cytometry; actives lie on both sides. AID 759. actives 0.14% (n = 190,000);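 active means GTP binding activity at least 20% away from the 100% baseline, either lowered as inhibitor or raised as activator; inconclusive means flagged as likely green fluorescent, judged across all proteins in the well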;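 further: 0% = unlabeled GTP competition control and 100% = no-compound control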
Target sequence (P01112 whole entry, looked up): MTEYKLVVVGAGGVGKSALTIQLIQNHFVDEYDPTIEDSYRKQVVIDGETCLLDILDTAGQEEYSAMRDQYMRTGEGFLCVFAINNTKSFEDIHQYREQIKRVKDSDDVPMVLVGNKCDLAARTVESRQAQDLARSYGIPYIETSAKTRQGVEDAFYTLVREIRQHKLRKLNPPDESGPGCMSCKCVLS
Rac1 wt GTP bind = alters GTP binding to wildtype human Rac1; P63000; actives 0.27% (n = 190,000); GTP binding activity (% of control), % at 10 µM; GST-Rac1 beads, fluorescent GTP binding, flow cytometry; actives lie on both sides; 0 = cold GTP competed, 100 = untreated; AID 757;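 active means GTP binding activity at least 20 points away from the 100% control level, either lower or higher; inconclusive means compound flagged as likely green fluorescent, judged across all proteins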
Rac1 mut GTP = modulators of GTP binding to human Rac1 activated mutant. actives 0.11% (n = 190,000). percent activity (GTP binding), % at 10 µM. GST-Rac1 activated beads, fluorescent GTP binding, flow cytometry; actives lie on both sides; 100% means binding = to untreated wells. AID 764. P63000;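 active means GTP binding at least 20 percentage points away from the 100% baseline, in either direction, so actives lie on both sides; inconclusive means Compound likely fluorescent itself, or too few beads counted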
Cdc42 wt GTP = human Cdc42 wildtype GTP binding change, either direction. percent activity (GTP binding), % at 10 µM. GST-Cdc42 beads, Bodipy-GTP binding, flow cytometry; actives lie on both sides. actives 0.2% (n = 190,000). P60953;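 active means percent activity GTP binding at least 20 points away from the 100% baseline, either down as inhibitor or up as activator; inconclusive means compound flagged as likely green fluorescent from well-wide comparison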;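 further: median bead fluorescence of bound Bodipy-FL-GTP at 100 nM; 0% = excess unlabeled GTP control and 100% = no compound control; below 100% means less GTP binding so inhibitor and above means activator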
Target sequence (P60953 whole entry, looked up): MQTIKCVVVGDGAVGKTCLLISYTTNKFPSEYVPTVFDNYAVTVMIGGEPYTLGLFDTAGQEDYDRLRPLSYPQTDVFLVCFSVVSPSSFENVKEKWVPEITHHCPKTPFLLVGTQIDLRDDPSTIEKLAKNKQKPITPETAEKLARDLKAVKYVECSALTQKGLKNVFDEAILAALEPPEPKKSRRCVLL
Avidin bead fluor = avidin bead compound fluorescence profile. actives 0.38% (n = 220,000). Avidin beads, compound fluorescence 488/530 nm, flow cytometry; stronger effect = higher value. fluorescence (KMESF) at 10 µM; in the data active means fluorescence above about 47; further: inactives centre near 10
Mcl1-Bid inh = Mcl-1/Bid interaction inhibition. Q07820. TR-FRET Mcl-1/Bid-Dy647 peptide binding, 1536-well. inhibition, % at 21.7 µM. actives 0.97% (n = 220,000). AID 1021;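 active means compounds that cut the binding signal by more than half at the single screening dose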;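 further: His-tagged Mcl-1 with europium anti-His antibody binding Bid BH3 peptide; 0% = Mcl-1 plus peptide wells and 100% = peptide-only wells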
Target sequence (Q07820 whole entry, looked up): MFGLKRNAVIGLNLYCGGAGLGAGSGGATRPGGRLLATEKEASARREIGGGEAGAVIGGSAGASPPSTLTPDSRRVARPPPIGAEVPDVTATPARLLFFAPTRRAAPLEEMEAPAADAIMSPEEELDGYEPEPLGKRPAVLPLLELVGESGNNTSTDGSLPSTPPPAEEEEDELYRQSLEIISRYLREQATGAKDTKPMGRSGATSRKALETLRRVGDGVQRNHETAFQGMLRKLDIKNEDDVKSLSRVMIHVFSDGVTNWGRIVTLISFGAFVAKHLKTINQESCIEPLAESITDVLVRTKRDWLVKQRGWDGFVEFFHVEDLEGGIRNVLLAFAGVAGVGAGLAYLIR
Rab7 wt GTP bind = alters GTP binding to wildtype dog Rab7; AID 758; actives 0.055% (n = 190,000); GTP binding activity (percent of control), % at 10 µM; GST-Rab7 beads, fluorescent GTP binding, flow cytometry; actives lie on both sides; untreated = 100%, excess cold GTP = 0%;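 active means fluorescent GTP binding to Rab7 beads changed by at least 20 points from the 100% baseline, either direction, mostly lower; inconclusive means compound itself probably fluorescent, or too few beads counted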;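 further: median green fluorescence of bound Bodipy-FL-GTP per Rab7 bead population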
GSH bead fluor = GSH bead compound fluorescence profile. GSH beads flow cytometry, compound fluorescence 488/530 nm; stronger effect = higher value. fluorescence (KMESF) at 10 µM. actives 0.25% (n = 190,000). AID 1776; in the data active means fluorescence above about 89;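 further: glutathione beads carrying GST-tagged Bcl family fusion proteins plus one bare bead set; values are compound well signal with DMSO vehicle wells as background; inactives centre near 16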
Mcl1-Noxa inh = disrupts binding of human Mcl-1 to Noxa peptide; TR-FRET Mcl-1/Noxa peptide binding, 2 h; actives 1.5% (n = 220,000); inhibition, % at 21.7 µM; Q07820;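 active means compounds that cut the protein-peptide binding signal by more than 50% relative to plate controls in a single-dose test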;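 further: His-tagged Mcl-1 with rhodamine Noxa BH3 peptide and terbium anti-His antibody; 0% = Mcl-1 plus Noxa peptide wells and 100% = peptide-only wells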
Pf gametocyte = P. falciparum stage V gametocyte viability inhibition; P. falciparum stage V gametocytes, ATP luminescence, 24 h; inhibition, % at 10.9 µM; actives 0.065% (n = 150,000); AID 743093;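 active means inhibition above the mean plus 3 SD of compounds within the control limits, set per campaign, cut at about 38% in these data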;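 further: 0% = DMSO wells and 100% = medium only without gametocytes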
* marks the source's active call; other numbers are inactive results; ? = inconclusive; · = no result given.

SMILES	Rab2 wt GTP	HRas wt GTP bind	Rac1 wt GTP bind	Rac1 mut GTP	Cdc42 wt GTP	Avidin bead fluor	Mcl1-Bid inh	Rab7 wt GTP bind	GSH bead fluor	Mcl1-Noxa inh	Pf gametocyte
O=C1SC(SC(=Nc2ccccc2)Nc2ccccc2)C(=O)N1c1ccccc1 (stereo not given)	101	101	105	99	104	10	7	97	22	0	·
Cc1ccc(C(=O)/C=C/Nc2ccc3c(c2)OCO3)cc1	103	106	105	101	107	15	-18	103	25	-16	-17
COc1ccc2sc(SCCCS(=O)(=O)O)[n+](CCCS(=O)(=O)[O-])c2c1	102	101	103	101	104	17	-19	101	17	19	8
C/C(=N\NC(=O)Cc1cccc2ccccc12)c1ccncc1	100	102	107	101	105	12	-9	102	13	8	18
CCc1ccc(OCc2nnc(NC(=O)c3cccs3)s2)cc1	103	102	103	99	103	9	-2	101	11	-9	-13
COc1cc(Cl)ccc1NC(=S)N(CCN1CCOCC1)C1CCN(C(C)=O)CC1	96	98	101	97	102	12	-39	95	12	-2	-2
CCOc1ncccc1C(=O)Nc1cccc(-c2nnc3n2CCCCC3)c1	93	93	92	91	91	10	-24	104	12	4	11
CCCCC(=O)Nc1ccc(C(=O)Nc2cc(C(F)(F)F)ccc2Cl)cc1	98	99	105	102	100	10	0	102	27	16	2
CCCCCC(=O)Nc1ccc2ccccc2c1	99	98	99	97	101	7	-1	97	13	39	-23
COc1ccc(C(=O)N(CC2CCCO2)C(C(=O)NC2CCCC2)c2ccc(Cl)cc2)cc1OC (stereo not given)	96	98	92	93	95	10	2	93	24	8	-11
O=C(O)c1ccc(F)c(S(=O)(=O)Nc2ccccc2Cl)c1	93	93	91	91	93	12	17	95	14	10	·
O=C(Nc1nnc(C2CC2)s1)c1cc(S(=O)(=O)N2CCN(c3ccccc3)CC2)ccc1Cl	99	97	97	97	99	9	-24	96	14	-3	·
O=C(NCCCN1CCOCC1)c1ccccc1-c1ccccc1	100	100	100	98	100	11	4	98	27	-2	·
Cc1csc(C(C#N)C(=O)c2cc3ccccc3o2)n1 (stereo not given)	95	96	98	94	96	19	8	94	17	50	·
O=C(OCc1nnc(-c2ccccc2)o1)c1cc(=O)c2ccccc2o1	102	104	106	102	103	9	-12	103	11	2	·
Cc1ccccc1NS(=O)(=O)c1ccc(C2CNC(=O)C2)cc1 (stereo not given)	92	93	93	93	96	8	1	95	28	-6	19
COc1ccc(NC(C)=O)cc1C	101	101	99	100	100	14	-17	96	13	-2	·
CCC(CC)N=C1NS(=O)(=O)c2cc([N+](=O)[O-])ccc21	99	99	106	98	99	8	-15	95	15	11	4
COc1cccc(/C=N/NC(=O)c2nc(-c3ccccc3)cc(-c3ccccc3)n2)c1	98	97	101	98	100	13	-15	97	32	9	-4
COC(=O)c1ccc(C(=O)OC)c(NS(C)(=O)=O)c1	105	108	105	101	109	11	4	102	17	-6	·
O=c1cc(N2CCN(c3ccccc3)CC2)[nH]c(=O)n1C1CCCCC1	100	100	106	101	104	26	-14	97	10	15	·
O=C(Cn1cccc1C(=O)c1ccccc1)NCc1cccc(Cl)c1	94	94	88	93	91	11	-5	93	11	2	-3
COc1ccc(C(=O)Nc2nnc(-c3cccs3)s2)cc1	?	?	?	?	?	10	-29	?	7	4	·
COc1ccc(N(CC(=O)NCc2ccco2)S(=O)(=O)c2ccc(OC)c(OC)c2)cc1	104	101	102	102	103	4	-42	100	6	-1	-7
Cc1cccc(NC(=O)CN2C(=O)COc3ccc(Cl)cc32)c1C	95	95	95	95	97	7	-13	97	18	7	·
Further structures follow.
SMILES	Rab2 wt GTP	HRas wt GTP bind	Rac1 wt GTP bind	Rac1 mut GTP	Cdc42 wt GTP	Avidin bead fluor	Mcl1-Bid inh	Rab7 wt GTP bind	GSH bead fluor	Mcl1-Noxa inh	Pf gametocyte
Cc1ccc(NC(=O)C2CCN(S(=O)(=O)c3cccs3)CC2)cc1C	102	104	106	100	106	9	-28	101	44	20	·
Cc1nn(-c2ccccc2)c(C)c1S(=O)(=O)O	94	93	93	94	93	10	-14	95	14	18	2
COCCCNC(CC(=O)Nc1ccc(OC)cc1OC)C(=O)O (stereo not given)	99	103	110	100	105	·	-16	103	55	-3	·
O=C(O)c1ccccc1N1C(=O)C2C3c4ccccc4C(Br)(c4ccccc43)C2C1=O (stereo not given)	97	98	101	94	96	11	10	101	16	12	-13
CCOC(=O)CSc1nc(C2CC2)cc(-c2ccc(Cl)cc2)c1C#N	98	100	103	101	99	11	97*	99	13	3	·
COc1ccc(C)cc1S(=O)(=O)Nc1cccnc1	101	100	102	96	100	5	1	99	36	7	11
CCOc1ccc(C(NC(=O)/C=C/c2ccco2)c2ccc(OC)c(OC)c2)cc1 (stereo not given)	103	101	106	102	105	5	-46	101	18	27	-8
COc1cc(OC)cc(-c2nnc(Sc3ccc(C=O)cc3[N+](=O)[O-])o2)c1	102	102	101	97	103	7	-67	97	24	0	·
C=CCn1c(O)c(N=NC(=S)Nc2ccc(OC)c(Cl)c2)c2ccccc21	98	100	103	97	100	10	-28	104	23	-66	12
CCC(CO)NCc1ccc(OC2CCCC2)cc1 (stereo not given)	103	102	105	100	101	4	-8	104	140*	0	-4
O=C(c1ccc(CS(=O)(=O)c2ccc(Br)cc2)o1)N1CCN(C2CCCCC2)CC1	102	101	105	101	99	28	-13	100	14	-37	·
COc1cc(OC)c(OC)cc1/C=C1\CCC(C2CCCC2)C1=O (stereo not given)	93	96	97	95	93	13	-22	92	14	22	7
CCc1ccc(S(=O)(=O)/N=C2/C=C(Sc3ncn[nH]3)C(=O)c3ccccc32)cc1	96	95	96	98	94	7	40	97	21	101*	·
Cc1ccc(CNC(=O)C2CCCCC2C(=O)O)cc1 (stereo not given)	97	99	96	95	97	16	-29	98	7	17	-13
Cc1cc(N/C(=N/S(=O)(=O)c2ccc(F)cc2)c2ccccc2)n(-c2ccccc2)n1	99	99	100	99	98	10	-2	106	11	15	-13
COc1ccc(CCC(C)Nc2cccc(F)c2)cc1 (stereo not given)	103	104	104	102	102	5	3	101	26	33	·
CNC(=S)NN(C)c1nc(C)cc(C)n1	100	103	107	98	103	2	-57	105	8	0	13
Cc1ccc(S(=O)(=O)N2CCN(C(=O)CN3CCCC3)C2)cc1	96	98	104	100	101	11	-4	98	35	12	·
COc1ccc(-n2c(NCCN(C)C)nc3sc4c(c3c2=O)CCCCC4)cc1	98	100	105	98	102	9	-14	99	9	17	·
COC(OC)c1ccnc(-c2ccc(OC(=O)c3ccccc3)cc2)n1	100	101	101	96	95	10	-13	109	10	3	-6
O=C(CSCc1cccc(Br)c1)N/N=C/c1ccc2c(c1)OCO2	101	102	98	98	101	6	6	101	22	9	·
OC1(c2ccc3ccccc3c2)CCN(Cc2ccccc2)C1 (stereo not given)	100	102	104	101	103	32	2	102	17	19	·
O=C(CSc1nc2ccccc2c(=O)[nH]1)N1CCN(S(=O)(=O)c2ccccc2)CC1	98	101	102	98	100	21	-7	98	17	-11	·
Cn1cc(C(=O)N/N=C/c2c(O)ccc3ccccc23)ccc1=O	95	94	93	93	95	8	-86	96	21	58*	-16
Nc1nc(NC(=O)c2ccc(Cl)cc2)nn1-c1ccccc1	101	100	101	103	105	15	-20	95	12	-14	-11
Next section.
SMILES	Rab2 wt GTP	HRas wt GTP bind	Rac1 wt GTP bind	Rac1 mut GTP	Cdc42 wt GTP	Avidin bead fluor	Mcl1-Bid inh	Rab7 wt GTP bind	GSH bead fluor	Mcl1-Noxa inh	Pf gametocyte
Cc1ccc(C(=O)NC(=S)NCc2cccnc2)cc1C	95	95	95	96	98	19	-42	93	15	0	-3
COc1ccc2nc(NC(=O)C3CCCN(S(=O)(=O)c4cccc5nonc45)C3)sc2c1 (stereo not given)	106	104	105	100	101	34	-15	104	25	7	-23
O=C(c1ccc2c(c1)OCCO2)C1CCN(S(=O)(=O)c2ccc(F)cc2)CC1	95	97	94	95	97	8	-7	98	55	-2	-21
Cc1ccc(NC(=O)COC(=O)C2CC(=O)N(Cc3ccccc3)C2)cc1F (stereo not given)	98	100	99	99	98	11	-10	99	13	7	·
O=C(NCCN1CCCC1)c1ccc2c(c1)N(Cc1ccc(F)cc1)C(=O)c1ccccc1S2=O (stereo not given)	101	103	105	98	102	8	-7	102	20	14	·
C=C(C)c1cccc(C(C)(C)NC(=O)N2CCOCC2)c1	99	99	99	97	98	14	-14	102	27	9	2
CCC(C)(C)n1nnnc1C(c1ccc(C)cc1)N(Cc1ccco1)Cc1cccs1 (stereo not given)	105	103	106	100	103	14	-15	103	34	7	·
COCCCN1C(=O)C(=O)/C(=C(/O)c2ccc(OC)cc2)C1c1cccc(OC)c1 (stereo not given)	100	98	97	96	96	10	-17	101	16	64*	·
Clc1ccccc1OCCn1ccnc1	98	98	97	97	97	10	24	96	27	31	·
CCOc1cc(/C=N/NC(=O)c2ccc(CN3CCOCC3)cc2)ccc1OCc1ccccc1	97	97	99	99	99	13	-8	95	4	20	-16
O=C(COC(=O)CCc1nc2ccccc2c(=O)[nH]1)NC1CCS(=O)(=O)C1 (stereo not given)	96	97	96	94	93	13	-14	105	14	15	-4
Cc1cc(C)c(C#N)c(SCC(=O)N2CCCCC2)n1	103	102	99	100	101	14	-29	101	22	-10	·
Nc1c(C(=O)c2ccc(Br)s2)oc2ccccc12	103	99	103	99	103	10	-22	98	9	-9	-24
Cc1cc(NC(=O)CSc2ccc(-c3ccccc3)nn2)no1	100	102	106	102	103	13	-35	102	37	1	·
COc1ccc(-c2ccc(CCC(=O)O)n2CC2CCCO2)cc1 (stereo not given)	99	96	100	97	100	22	-42	98	9	15	·
S=c1[nH]nc(-c2ccccc2)n1/N=C/c1cccs1	99	99	98	96	101	17	2	98	29	30	·
O=C(COC(=O)c1cc(-c2ccncc2)nc2ccccc12)Nc1ccc2c(c1)OCO2	102	102	104	104	103	18	-10	99	9	5	·
COc1cccc(C2C3=C(CC(C)(C)CC3=O)Nc3cc4c(cc32)OCO4)c1 (stereo not given)	97	96	99	97	95	8	-28	97	23	-1	·
C/C(=N\NC(=S)Nc1c(C)cccc1C)c1cc2ccccc2o1	98	99	102	98	100	11	-35	99	25	-43	-1
CCCN(C(=O)c1ccco1)c1nnc(-c2ccncc2)s1	102	100	107	100	101	4	15	98	16	17	·
CCN1CCN(C(=O)c2sc3nc(C)nc(N4CCC(C)CC4)c3c2C)CC1	100	100	98	98	101	19	-14	101	24	-3	16
O=S1(=O)N=C(Nc2ccc(S(=O)(=O)N3CCCCC3)cc2)c2ccccc21	99	98	105	96	101	28	9	104	24	-13	·
COc1cccc(CC2(CO)CCN(C(=O)NC3CCCCC3)CC2)c1	95	97	97	97	95	2	-12	96	8	10	·

High-throughput results (PubChem BioAssay)
